# Source: PubChem
# IDH1 mut inh: inhibitors of IDH1 R132H reductase, primary screen, biochemical, plate reader, single point; diaphorase/resazurin fluorescence, 60 min; inhibition, % at 10 µM; 70,000 tested, 0.18% active; AID 624101, 2012; in the data active = inhibition above about 34%;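 note: 0% = DMSO and 100% = no enzyme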
# PRC2 inh: EZH2/PRC2 methyltransferase inhibitors, primary screen, biochemical, DELFIA time-resolved fluorescence, single point; Histone-lysine N-methyltransferase EZH2 (Homo sapiens), Q15910; PRC2 H3K27 methylation, DELFIA TRF, 1 h; inhibition, % at 12.5 µM; 57,000 tested, 0.35% active;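 active = mean inhibition of replicates at least 50% and every single replicate also reaching 50%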;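 note: dimethyl H3K27 on biotinylated H3 21-44 peptide detected by antibody; plate controls were median neutral control wells for no effect and median positive control wells for full effect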
# Target sequence (Q15910 whole entry, looked up): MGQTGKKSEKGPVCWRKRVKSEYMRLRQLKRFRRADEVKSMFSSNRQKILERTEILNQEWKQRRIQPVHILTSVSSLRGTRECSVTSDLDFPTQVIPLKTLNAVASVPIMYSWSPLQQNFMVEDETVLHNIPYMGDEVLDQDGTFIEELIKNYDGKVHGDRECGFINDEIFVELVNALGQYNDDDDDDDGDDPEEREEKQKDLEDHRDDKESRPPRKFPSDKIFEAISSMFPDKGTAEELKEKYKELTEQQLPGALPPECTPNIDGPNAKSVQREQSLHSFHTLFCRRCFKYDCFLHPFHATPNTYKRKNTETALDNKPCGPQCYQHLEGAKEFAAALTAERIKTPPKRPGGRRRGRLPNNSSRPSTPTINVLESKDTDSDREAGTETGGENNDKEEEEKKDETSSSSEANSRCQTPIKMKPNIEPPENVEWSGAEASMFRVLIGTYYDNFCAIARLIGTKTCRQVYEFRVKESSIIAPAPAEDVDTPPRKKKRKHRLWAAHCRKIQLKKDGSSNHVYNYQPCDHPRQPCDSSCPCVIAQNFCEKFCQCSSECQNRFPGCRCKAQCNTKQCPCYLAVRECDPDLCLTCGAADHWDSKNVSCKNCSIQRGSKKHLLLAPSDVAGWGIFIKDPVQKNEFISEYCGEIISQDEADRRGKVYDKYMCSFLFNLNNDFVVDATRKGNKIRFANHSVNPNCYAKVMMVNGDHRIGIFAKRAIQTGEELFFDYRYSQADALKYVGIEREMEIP
# * marks the source's active call; other numbers are inactive results; . = not tested or not shown. Only part of the results is shown, so the mix of outcomes need not match the whole.
SMILES,IDH1 mut inh,PRC2 inh
C[C@H]1CN([C@@H](C)CO)C(=O)c2cc(-c3cccc(F)c3)cnc2O[C@@H]1CN(C)C(=O)C1CCCCC1,0.1,13
C[C@H](CO)N1C[C@H](C)[C@H](CN(C)C(=O)C2CCCCC2)Oc2ncc(-c3ccccc3F)cc2C1=O,-0.1,.
CO[C@H]1CN(C)C(=O)c2ccc(NC(=O)C3CCOCC3)cc2OC[C@@H](C)N(C)C[C@H]1C,.,2
C[C@H](CO)N1C[C@H](C)[C@H](CN(C)Cc2ccc(C(=O)Nc3ccccc3N)cc2)Oc2ccc(NC(=O)NC3CCCCC3)cc2C1=O,.,-54
C[C@H](CO)N1C[C@H](C)[C@@H](CN(C)CC2CCCC2)Oc2cc(C#CC(C)(C)O)ccc2S1(=O)=O,-2.4,3
Cc1noc(C)c1S(=O)(=O)N(C)C[C@H]1OCCCC[C@H](C)Oc2ccc(NC(=O)C3CCCCC3)cc2C(=O)N([C@@H](C)CO)C[C@@H]1C,-2.7,.
CNC[C@@H]1OCCCC[C@@H](C)Oc2ccc(NC(=O)Nc3ccc(C(F)(F)F)cc3)cc2C(=O)N([C@H](C)CO)C[C@H]1C,.,-23
COc1ccc(S(=O)(=O)N(C)C[C@@H]2Oc3ccc(NC(=O)Nc4ccc(C(F)(F)F)cc4)cc3C(=O)N([C@@H](C)CO)C[C@@H]2C)cc1,0.8,.
C[C@@H]1CN([C@H](C)CO)C(=O)c2cc(NC(=O)CCN3CCOCC3)ccc2O[C@H]1CN(C)C(=O)Nc1cccc2ccccc12,.,-7
C[C@@H]1CN([C@H](C)CO)C(=O)c2cc(-c3cccc(F)c3)cnc2O[C@@H]1CN(C)Cc1cncnc1,-0.4,16
C[C@@H]1CN([C@@H](C)CO)C(=O)Cc2cc(NS(=O)(=O)c3ccc(F)cc3)ccc2O[C@H]1CN(C)C(=O)Nc1ccc(C(F)(F)F)cc1,3.7,.
CC(=O)c1ccc(N2CCOCC2)cc1O,.,-7
Cc1noc(C)c1NC(=O)N(C)C[C@@H]1Oc2ccc(NC(=O)Nc3ccc4c(c3)OCO4)cc2CC(=O)N([C@@H](C)CO)C[C@@H]1C,-2.4,.
CCCNC(=O)N(C)C[C@H]1Oc2ncc(C#Cc3ccncc3)cc2C(=O)N([C@@H](C)CO)C[C@@H]1C,0.3,-11
C[C@H](CO)N1C[C@H](C)[C@H](CN(C)C(=O)Nc2ccc3c(c2)OCO3)OCc2ccccc2-c2ccccc2C1=O,-4.9,8
C[C@H]1CN([C@@H](C)CO)C(=O)Cc2cc(NC(=O)CCC(F)(F)F)ccc2O[C@H]1CN(C)S(C)(=O)=O,-0.7,9
COc1ccc(NC(=O)N(C)C[C@H]2OCc3ccccc3-c3c(n(C)c4ccccc34)C(=O)N([C@@H](C)CO)C[C@@H]2C)c(OC)c1,.,-6
Cc1noc(C)c1NC(=O)N(C)C[C@@H]1Oc2c(NC(=O)Nc3cccc4ccccc34)cccc2C(=O)N([C@@H](C)CO)C[C@@H]1C,-0.4,.
COc1cccc(NC(=O)Nc2ccc3c(c2)C(=O)N(C)C[C@@H](OC)[C@@H](C)CN(C)[C@@H](C)CO3)c1,-0.4,-12
C[C@@H]1CN([C@@H](C)CO)C(=O)c2cccc(NC(=O)c3ccc(-c4nccs4)cc3)c2O[C@@H]1CN(C)C(=O)Nc1ccc(C(F)(F)F)cc1,-7.7,.

# Profiles, looked up by structure. Values in the order: IDH1 mut inh, PRC2 inh
# Profile of C[C@H](CO)N1C[C@H](C)[C@H](CN(C)C(=O)Nc2ccc3c(c2)OCO3)OCc2ccccc2-c2ccccc2C1=O : -4.9, 8
# Profile of C[C@@H]1CN([C@@H](C)CO)C(=O)Cc2cc(NS(=O)(=O)c3ccc(F)cc3)ccc2O[C@H]1CN(C)C(=O)Nc1ccc(C(F)(F)F)cc1 : 3.7, .
# Profile of COc1ccc(NC(=O)N(C)C[C@H]2OCc3ccccc3-c3c(n(C)c4ccccc34)C(=O)N([C@@H](C)CO)C[C@@H]2C)c(OC)c1 : ., -6
# Profile of CC(=O)c1ccc(N2CCOCC2)cc1O : ., -7
# Profile of Cc1noc(C)c1NC(=O)N(C)C[C@@H]1Oc2ccc(NC(=O)Nc3ccc4c(c3)OCO4)cc2CC(=O)N([C@@H](C)CO)C[C@@H]1C : -2.4, .

# Next part:
SMILES,IDH1 mut inh,PRC2 inh
O=C(C[C@@H]1C[C@@H]2c3cc(NC(=O)C4CCOCC4)ccc3O[C@@H]2[C@H](CO)O1)NCc1cc(F)ccc1F,0.4,-3
COc1cccc(S(=O)(=O)Nc2ccc3c(c2)[C@@H]2C[C@H](CC(=O)N4CCCCC4)O[C@H](CO)[C@@H]2O3)c1,-4.3,2
Cc1ccc(S(=O)(=O)NCC[C@@H]2CC[C@@H](NC(=O)NC(C)C)[C@H](CO)O2)cc1,-0.2,-10
COCC(=O)N[C@@H]1CC[C@H](CC(=O)NCc2ccccc2OC)O[C@@H]1CO,0.0,-1
CO[C@@H]1CN(C)C(=O)c2cc(NS(C)(=O)=O)ccc2OC[C@@H](C)N(C(=O)c2ccc3c(c2)OCO3)C[C@H]1C,0.0,2
C[C@@H]1CN([C@H](C)CO)C(=O)Cc2cc(NC(=O)CCCCCC(=O)Nc3ccccc3N)ccc2O[C@H]1CN(C)S(=O)(=O)c1ccc(F)cc1,.,-2
Cc1nc(SCC(=O)c2cccc([N+](=O)[O-])c2)nc2c1CCCC2,0.5,17
C[C@H]1CN([C@@H](C)CO)C(=O)Cc2cc(NC(=O)CCN3CCOCC3)ccc2O[C@@H]1CN(C)Cc1ccc2c(c1)OCO2,4.2,-14
CCOc1ccccc1NC(=O)c1ccsc1NC(=O)c1ccoc1C,0.0,-6
CC(C)NC(=O)Nc1ccc2c(c1)C(=O)N([C@H](C)CO)C[C@@H](C)[C@H](CN(C)C(=O)Nc1cccc3ccccc13)OCCCC[C@H](C)O2,1.4,.
CC(C)c1ccc(NC(=O)CSc2n[nH]c(-c3ccc(Cl)cc3)n2)cc1,0.5,37
Cc1noc(C)c1NC(=O)N[C@H]1CC[C@@H](CC(=O)NCCCN(C)C)O[C@@H]1CO,-0.2,0
C[C@@H]1CN([C@@H](C)CO)C(=O)CCCn2nncc2CO[C@@H]1CN(C)C(=O)Nc1ccc(-c2cccs2)cc1,-1.4,.
COCC#Cc1cnc2c(c1)C(=O)N([C@H](C)CO)C[C@H](C)[C@H](CN(C)C(=O)c1cccc(F)c1)O2,0.4,.
C[C@@H]1CCCCO[C@@H](CN(C)Cc2ccccc2)[C@@H](C)CN([C@@H](C)CO)C(=O)c2cc(NC(=O)CCC(F)(F)F)ccc2O1,-3.5,-11
Cc1cc(C(=O)Nc2cccc3c2O[C@H](CN(C)C(=O)Nc2cccc4ccccc24)[C@H](C)CN([C@H](C)CO)C3=O)n(C)n1,.,-1
CO[C@@H]1CN(C)C(=O)c2cc(NC(=O)NC(C)C)ccc2OC[C@@H](C)N(Cc2ccccc2)C[C@@H]1C,-0.3,-1
OCCN1CCN(CC/C=C2/c3ccccc3Sc3ccc(Cl)cc32)CC1,-1.0,-24
C[C@H](CO)N1C[C@H](C)[C@@H](CN(C)C(=O)C2CC2)Oc2cc(C#CC3CC3)ccc2S1(=O)=O,.,1
CO[C@@H]1CN(C)C(=O)c2ccc(NC(=O)c3cc(C)on3)cc2OC[C@H](C)N(CC2CC2)C[C@H]1C,0.0,-6
CCC(=O)N(C)C[C@H]1Oc2cc(-c3ccccc3F)ccc2S(=O)(=O)N([C@@H](C)CO)C[C@H]1C,-2.7,-6
Cc1ccc(S(=O)(=O)N[C@@H]2C=C[C@H](CC(=O)NCc3ccncn3)O[C@H]2CO)cc1,0.0,-2
CCS(=O)(=O)NCC[C@H]1CC[C@@H](NC(=O)Nc2cc(Cl)cc(Cl)c2)[C@@H](CO)O1,0.0,-7
CO[C@H]1CN(C)C(=O)c2ccc(NC(=O)c3ccno3)cc2OC[C@@H](C)NC[C@@H]1C,0.5,-3
CO[C@H]1CN(C)C(=O)c2ccc(NC(=O)Cc3ccccc3)cc2OC[C@@H](C)N(C)C[C@H]1C,0.3,1
COc1ccc(S(=O)(=O)N(C)C[C@H]2OCCCC[C@@H](C)Oc3ccc(NC(=O)Nc4ccccc4)cc3C(=O)N([C@@H](C)CO)C[C@H]2C)cc1,-0.4,.
C[C@@H]1CN([C@H](C)CO)C(=O)CCCn2nncc2CO[C@@H]1CN(C)Cc1ccc2cccnc2c1,.,2
C[C@@H]1CCCCO[C@H](CN(C)S(C)(=O)=O)[C@H](C)CN([C@@H](C)CO)C(=O)c2cc(NS(=O)(=O)c3cn(C)cn3)ccc2O1,0.5,.
C[C@@H]1CCCCO[C@@H](CN(C)S(C)(=O)=O)[C@@H](C)CN([C@@H](C)CO)C(=O)c2cc(NC(=O)C3CCCCC3)ccc2O1,6.1,7
CS(=O)(=O)Nc1ccc2c(c1)[C@@H]1C[C@@H](CC(=O)NCc3ccccn3)O[C@H](CO)[C@@H]1O2,-0.2,-6
C[C@H](CO)N1C[C@H](C)[C@@H](CN(C)C(=O)Nc2cccc3ccccc23)Oc2c(NS(=O)(=O)c3cccs3)cccc2C1=O,-0.2,.
C[C@H]1CN([C@@H](C)CO)C(=O)Cc2cc(NC(=O)Cc3ccccc3)ccc2O[C@H]1CN(C)Cc1ccc(Cl)c(Cl)c1,-3.3,.
O=C(Cc1cccnc1)N[C@@H]1CC[C@@H](CCn2cc(-c3ccccc3F)nn2)O[C@@H]1CO,0.2,8
CO[C@H]1CN(C)C(=O)c2ccc(NC(C)=O)cc2OC[C@H](C)N(C(=O)c2ccccc2F)C[C@@H]1C,.,-13
C[C@H]1CCCCO[C@H](CN(C)C(=O)NC2CCCCC2)[C@@H](C)CN([C@@H](C)CO)C(=O)c2cc(NS(=O)(=O)c3cccs3)ccc2O1,1.7,.
COc1cccc(S(=O)(=O)N(C)C[C@H]2Oc3ncc(C#CCN(C)C)cc3C(=O)N([C@@H](C)CO)C[C@H]2C)c1,1.2,-9
Cc1noc(C)c1S(=O)(=O)N(C)C[C@H]1OCCCC[C@H](C)Oc2ccc(NC(=O)Nc3ccc(F)cc3)cc2C(=O)N([C@H](C)CO)C[C@@H]1C,1.0,.
COCC(=O)N(C)C[C@H]1Oc2cc(-c3ccc(C#N)cc3)ccc2S(=O)(=O)N([C@H](C)CO)C[C@@H]1C,0.3,-5
C[C@@H]1CCCCO[C@@H](CN(C)S(=O)(=O)c2ccc(Cl)cc2)[C@H](C)CN([C@H](C)CO)C(=O)c2cc(NS(=O)(=O)c3ccc(F)cc3)ccc2O1,0.3,.
CC(OC1OC(CO)C(O)C(O)C1O)C1C(O)CC2C3CCC4=CC(=O)CCC4(C)C3CCC21C (stereo unspecified),-0.1,-17
CC(C)NC(=O)Nc1ccc2c(c1)CC(=O)N([C@@H](C)CO)C[C@H](C)[C@H](CN(C)S(=O)(=O)c1ccccc1)O2,0.2,6
C[C@@H]1CN([C@@H](C)CO)C(=O)c2cccc(NC(=O)c3ccncc3)c2O[C@H]1CN(C)Cc1ccc(C(F)(F)F)cc1,-0.1,-5
C[C@@H]1CN([C@H](C)CO)C(=O)CCCn2cc(nn2)CO[C@H]1CN(C)C(=O)C1CC1,-1.3,.
COc1ccc(C2CC(=O)c3c(O)cc(O[C@@H]4O[C@H](CO[C@@H]5O[C@@H](C)[C@H](O)[C@@H](O)[C@H]5O)[C@@H](O)[C@H](O)[C@H]4O)cc3O2)cc1 (stereo partly specified),-0.5,21
CC(C)NC(=O)Nc1ccc2c(c1)C(=O)N([C@@H](C)CO)C[C@@H](C)[C@@H](CN(C)Cc1ccc(C(=O)O)cc1)OCCCC[C@@H](C)O2,1.1,.
C[C@@H]1CN([C@H](C)CO)C(=O)c2cc(NC(=O)CCN3CCOCC3)ccc2O[C@@H]1CN(C)S(=O)(=O)c1cccs1,0.3,.
O=C(C[C@@H]1C=C[C@H](NC(=O)Nc2ccc3c(c2)OCO3)[C@@H](CO)O1)NCCCN1CCOCC1,0.1,5
C[C@H]1CN([C@@H](C)CO)C(=O)CCCn2nncc2CO[C@H]1CN(C)S(=O)(=O)c1ccc(C#N)cc1,2.4,.
CCCC(=O)Nc1ccc2c(c1)OC[C@H](C)N(C(=O)C1CCCC1)C[C@@H](C)[C@H](OC)CN(C)C2=O,-0.1,4
O=C1N(Cc2ccccc2)Cc2ccccc2[C@H]2OC(c3ccc(OCCCO)cc3)=N[C@@]12Cc1ccccc1,.,11

# Ordered by length of the SMILES (highest first): part of the list above
SMILES,IDH1 mut inh,PRC2 inh
COc1ccc(C2CC(=O)c3c(O)cc(O[C@@H]4O[C@H](CO[C@@H]5O[C@@H](C)[C@H](O)[C@@H](O)[C@H]5O)[C@@H](O)[C@H](O)[C@H]4O)cc3O2)cc1 (stereo partly specified),-0.5,21
CCCC(=O)Nc1ccc2c(c1)OC[C@H](C)N(C(=O)C1CCCC1)C[C@@H](C)[C@H](OC)CN(C)C2=O,-0.1,4
O=C(C[C@@H]1C=C[C@H](NC(=O)Nc2ccc3c(c2)OCO3)[C@@H](CO)O1)NCCCN1CCOCC1,0.1,5
C[C@@H]1CN([C@H](C)CO)C(=O)CCCn2cc(nn2)CO[C@H]1CN(C)C(=O)C1CC1,-1.3,.

# Carrying on:
SMILES,IDH1 mut inh,PRC2 inh
O=C(N[C@@H]1CC[C@@H](CCNS(=O)(=O)c2ccc(F)cc2)O[C@@H]1CO)c1cccnc1,0.1,13
CC(C)NC(=O)N(C)C[C@@H]1Oc2c(cccc2N(C)C)C(=O)N([C@H](C)CO)C[C@@H]1C,0.2,-5
C[C@@H]1CCCCO[C@H](CN(C)S(=O)(=O)c2cn(C)cn2)[C@@H](C)CN([C@H](C)CO)C(=O)c2cc(NC(=O)c3ccncc3)ccc2O1,-0.3,.
COc1ccc(S(=O)(=O)N(C)CC(=O)Nc2ccc(Br)cc2F)cc1,0.1,-3
CN(CC(=O)Nc1ccncc1)S(=O)(=O)c1ccccc1,3.0,8
COc1ccc(S(=O)(=O)N(C)CC(=O)Nc2ccc(Br)cc2F)cc1OC,0.5,-6
